Screens deposited in PubChem by National Center for Advancing Translational Sciences (NCATS).
Lipid storage S3 – qHTS Assay for Lipid Storage Modulators in Drosophila S3 Cells; AID 2685; 320,000 compounds, 0.64% hits; Potency in µM for hits, for the others lipid storage change, negative = inhibition, % at the top dose, mostly 46.1 µM; Drosophila S3 cells, BODIPY lipid droplet fluorescence, 18-24 h; cells fed with added oleic acid; active = well fitted inhibition curve with a large enough effect in the signal ratio, with a control signal flat, not every such curve was filed as active; inconclusive = small, poorly fitted or top-dose-only effect, or effect the other way, or a change in a side signal; the % refers to the signal ratio
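Drosophila S3 cells loaded with oleic acid (400 uM, as added) and compounds at several concentrations; lipid droplets imaged by 488-nm laser-scanning cytometry, 500–530 nm intensity and object ratio to cell channel. Percent activity normalized to 20 uM Triacsin C.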
Lipid storage S3 cell count max – second read-out of Lipid storage S3, no call of its own (marks repeat the call); cell number change, %; measured here: cell count max response;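 cells counted by Cell Tracker Red CMTPX staining in the red channel; peak over a dose series mostly up to 46.1 µM; percent activity relative to internal control wells on each plate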
* hit, by the source's call; i = inactive; ? = inconclusive; . = no result given. % is set by controls: 0 for no effect and ±100 for the full control effect; potency is the fitted concentration of half-maximal effect. The list is partial. The share of hits here may be higher or lower than overall.

SMILES	Lipid storage S3	Lipid storage S3 cell count max
Cc1cccc2cc(CN(Cc3nnnn3Cc3ccccc3)C3CCCC3)c(=O)[nH]c12	?	.
CC1CCCC(NC(=O)C2COc3ccccc3O2)C1C (centres undefined)	i	-8
CCC(=O)Nc1ccc(C(=O)CSc2nc3ccccc3[nH]2)cc1	?	.
CSc1nc2c(c(=O)n1-c1ccc(C)cc1)SCC2	-3%	1
COC(=O)c1ccc(Cn2nnc3c(=O)[nH]c(C4CCN(S(=O)(=O)c5cc(C)ccc5C)CC4)nc32)cc1	-3%	-7
CCOc1ccc(CSC(=N)N)cc1[N+](=O)[O-]	?	.
CCc1cccc(NC(=O)CCc2nc3sc4c(c3c(=O)[nH]2)CCCC4)c1	?	.
CC(C)CN(C(=O)CN(C)C(=O)Cc1ccc(Cl)cc1)c1c(N)n(CC(C)C)c(=O)[nH]c1=O	?	.
Cc1ccc(Nc2nc(-c3ccc(S(=O)(=O)N4CCOCC4)cc3)cs2)cc1Cl	?	.
CCN(CC)C(=O)CN(C#N)c1nc(NC(C)C)nc(NC(C)C)n1	-9%	12
Cc1cc(NC(=O)C2Oc3ccccc3OC2C)no1 (centres undefined)	3%	-5
CC(Cc1cccs1)NC(=O)Nc1cccc(Cl)c1 (centres undefined)	?	.
CC(=O)c1cccc(NC(=O)CCCOc2ccc(C)cc2)c1	?	.
N#CCCn1cc(C(CC(=O)c2ccc(Br)cc2)C(=O)O)c2ccccc21 (centres undefined)	?	.
Cc1cc(O)c(C(=O)/C=C/c2ccc(Cl)cc2)c(=O)o1	0%	0
Cc1sc(NC(=O)CCl)c(C(=O)c2ccccc2)c1C	?	.
CCOC(=O)CCCN1CC(O)=C(c2nc(-c3ccc(Cl)cc3)cs2)C1=N	?	.
CCN(c1cccc(C)c1)S(=O)(=O)c1ccc2c(c1)NC(=O)CS2	?	.
COc1ccc(NC(=O)c2cc(=O)[nH]c3ccccc23)cc1	?	.
Cc1cc(C)n2c(SCc3nnc(-c4cccs4)o3)nnc2n1	16%	-5
Cc1ccc(NC(=O)CCS(=O)(=O)c2ccccc2)cc1S(=O)(=O)N1CCOCC1	?	.
Cc1cc(NC(C)C)n2c(nc3ccccc32)c1C#N	16µM*	-89*
Nc1ccnn1Cc1cccs1	10%	5
CSCCC(CO)NC(=O)OCc1ccccc1 (centres undefined)	?	.
Cc1[nH]c2ccccc2c1CCNC(=O)c1ccc2c(c1[N+](=O)[O-])C(=O)c1ccccc1C2=O	?	.

The results go on.
SMILES	Lipid storage S3	Lipid storage S3 cell count max
N#CC1=C(N)Oc2ccc3ccccc3c2C1c1cccnc1 (centres undefined)	?	.
COc1ccc(N2CCN(C(=O)c3oc4c(c3C)C(=O)CCC4)CC2)cc1	?	.
O=C(Nc1ccc(NC(=O)c2cc([N+](=O)[O-])ccc2N2CCOCC2)cc1)c1cccs1	?	.
Cc1ccc[n+](Cc2ccc([N+](=O)[O-])cc2)c1	4%	15
O=C(NC(=O)c1ccc(C(F)(F)F)cc1)Nc1ccc(-c2cnco2)cc1	-4%	2
COc1ccc(S(=O)(=O)N2CCC(C(=O)NCCC(=O)Nc3nccs3)CC2)cc1	8%	-8
COc1nc(NC23CC4CC(CC(C4)C2)C3)nc(OC)n1	6%	-2
CC(C)(c1ccc(O)cc1)c1ccc(O)cc1	-1%	0
Cc1oc(-c2ccccc2F)nc1CS(=O)(=O)CC(=O)NCc1ccccc1Cl	-19%	-13
Cc1ccc(S(=O)(=O)CCC(=O)OCC(=O)N2CC(=O)Nc3ccccc32)cc1	?	.
C=CCNc1nc2c(c(=O)[nH]c(=O)n2C)n1Cc1cccc(C)c1	-3%	-10
Cc1cc2cc(C(=O)N3CCc4c([nH]c5ccccc45)C3c3ccccn3)ccc2o1 (centres undefined)	?	.
Cc1ccc(C(=O)NNC(=O)C2CSC3(C)CCC(=O)N23)cc1 (centres undefined)	?	.
CCOc1ccc(Nc2nc(Cc3nnc(SCC(=O)c4ccc(C)cc4)o3)cs2)cc1	?	.
Cc1ccc(-c2ccc(S(=O)(=O)Nc3cccnc3)cc2)cc1	?	.
CCOc1ccc(OCC)c(NC(=O)C2CCCN(c3nc(C)cc(C)n3)C2)c1 (centres undefined)	?	.
Cc1cc(C)nc(Nc2n[nH]c(COc3ccc4ccccc4c3)n2)n1	?	.
CCO[C@@H]1OC(C(=O)N2CCN(Cc3ccc4c(c3)OCO4)CC2)=C[C@H](c2ccc(Br)cc2)[C@H]1CCCO	-9%	-3
COc1cccc(-c2nnc(NC(=O)c3cccc(F)c3)o2)c1	?	.
Cn1ccnc1C(O)(c1ccccc1)c1ccccc1	3%	3
COc1ccc(NC(=O)C/C(C)=N/NC(=O)c2cccs2)c([N+](=O)[O-])c1	i	10
CCNC(=S)Nc1ccccc1-c1ccccc1	i	.
CCC(C)Nc1nc2c(c(=O)n(C)c(=O)n2C)n1C (centres undefined)	-8%	16
O=C(O)c1cccc(N2C(=O)c3cccc4c(Cl)ccc(c34)C2=O)c1	?	.
Cc1ccc(OCCn2c(=S)[nH]c3c(N)ncnc32)cc1	i	.

Reprinted at random: 5 records from the list, in no set order.
SMILES	Lipid storage S3	Lipid storage S3 cell count max
Cc1cc(O)c(C(=O)/C=C/c2ccc(Cl)cc2)c(=O)o1	0%	0
CCOc1ccc(Nc2nc(Cc3nnc(SCC(=O)c4ccc(C)cc4)o3)cs2)cc1	?	.
Cc1[nH]c2ccccc2c1CCNC(=O)c1ccc2c(c1[N+](=O)[O-])C(=O)c1ccccc1C2=O	?	.
Cc1ccc(Nc2nc(-c3ccc(S(=O)(=O)N4CCOCC4)cc3)cs2)cc1Cl	?	.
CC(C)(c1ccc(O)cc1)c1ccc(O)cc1	-1%	0

Going on with the list:
SMILES	Lipid storage S3	Lipid storage S3 cell count max
c1ccc(C[C@H]2CN=C(Nc3ccccc3)N2CCCC2CCCC2)cc1	?	.
Cc1cccc(Oc2c(C=O)c3ccccc3n2C)c1	?	.
COc1ccc(-c2cc(C(=O)N3CCN(c4ncccn4)CC3)c3ccccc3n2)cc1	?	.
O=C(COC(=O)c1cc(-c2cccnc2)nc2ccccc12)Nc1ccc(F)cc1F	13%	13
COc1ccc(OC)c(NC(=O)C2CCCCC2C(=O)O)c1 (centres undefined)	4%	3
CCOc1cc(-c2cc(-c3ccc(C)cc3)nc(N)c2C#N)ccc1O	?	.
COc1cccc(NC(=O)CSc2nn3c(=O)c(C)nnc3s2)c1	-10%	19
Cc1cc(=O)oc2c1c(C)nn2-c1nn[nH]n1	?	.
COc1ccc(CCN2CC(C(=O)NCc3cccc4[nH]ccc34)CCC2=O)cc1 (centres undefined)	-1%	10
COCC(=O)NNC(=O)c1ccccc1OC	-3%	-11
CCOC(=O)C1CCCN(C(=O)c2cc3cc(Br)ccc3oc2=O)C1 (centres undefined)	?	.
CC1CN2C(c3ccc(Cl)cc3)=CSC2=N1 (centres undefined)	i	16
O=C(Cc1ccccc1[N+](=O)[O-])OCC(=O)N1CCN(c2ccccc2)CC1	17%	.
Cc1ccc(NS(=O)(=O)c2ccc(OCC(=O)NCc3ccco3)cc2)cc1	15%	-16
O=C(C1=NN[C@@H]2C(=O)N(c3cccc(C(F)(F)F)c3)C(=O)[C@H]12)C(c1ccccc1)c1ccccc1	6%	7
CCCCN(C(=O)Nc1ccccc1)C1CCS(=O)(=O)C1 (centres undefined)	-9%	-12
CN1C(=O)C(C)(C)c2cc(S(=O)(=O)NCC3CCC(C(=O)NCc4ccc(F)cc4)CC3)ccc21 (centres undefined)	?	.
Cc1ccc(NC(=O)c2cc(S(=O)(=O)N3CCOCC3)cn2C)c(C)c1	27%	12
Cc1cccc(C(=O)NC2CC3CCCC(C2)N3C(=O)Nc2ccccc2)c1 (centres undefined)	15%	22
O=C(O)c1cccc(-n2c(/C=C/c3ccccc3)nc3ccccc3c2=O)c1	5%	0
O=C(Nc1cc(Cl)ccc1Cl)C1Cc2ccccc2O/C1=N\O (centres undefined)	17%	3
COc1ccc(C(=O)O)cc1S(=O)(=O)Nc1ccccc1C(=O)NCc1ccc2c(c1)OCO2	?	.
O=C(Nc1ccc(S(=O)(=O)C(F)F)cc1)c1ccc2c(=O)n3c(nc2c1)CCC3	?	.
CCSc1nnc(CNC(=O)c2ccccc2F)n1-c1ccccc1OC	i	.
COc1ccc2nc(C)c3c(c2c1)OC(C)C3 (centres undefined)	15%	-6

Next section.
SMILES	Lipid storage S3	Lipid storage S3 cell count max
Cc1ccc(N2C(=O)c3cccc4c(C(=O)O)ccc(c34)C2=O)cc1	?	.
c1ccc(-c2ccccc2OCCCN2CCCCCC2)cc1	?	.
COC(=O)Cn1c(C)nc(=O)c(-c2ccccc2)c1C	-8%	3
CCN(CC)CCCN=C(C)C1=C(O)c2ccccc2C1=O	14%	2
Cc1cccc(N2CCN(CC(O)COCc3cccs3)CC2)c1C (centres undefined)	-4%	-17
Cc1ccccc1Nc1cc(=O)oc2ccccc12	?	.
NC(=O)c1c(NC(=O)c2ccc(F)cc2Cl)sc2c1CCC2	-6%	4
Cc1cccc(NC(=O)N2CCCc3ccccc32)c1C	i	-1
Cn1c(SCC2CCCO2)nnc1-c1ccc([N+](=O)[O-])cc1 (centres undefined)	-2%	7
COc1ccc(-c2c(C)n([O-])c3c([n+]2=O)CCCC3)c(OC)c1	?	.
COC(=O)C1=C(CSc2nncn2C)NC(=O)NC1c1ccc(F)cc1 (centres undefined)	?	.
CCCOC(=O)Nc1ccc(S(=O)(=O)Nn2cnnc2)cc1	?	.
CC(C)(C)C(=O)NC(=S)NNC(=O)c1ccc(-c2ccccc2)cc1	?	.
Cc1cccc(NC(=O)c2ccco2)c1C(=O)O	-5%	19
COc1ccc(-c2nnc3n(CCc4ccccc4)c(=O)c4ccccc4n23)cc1OC	?	.
COc1ccccc1C(=O)COC(=O)C(CCSC)NC(=O)COc1ccccc1 (centres undefined)	?	.
O=C1c2ccccc2S(=O)(=O)N1CC1CC(c2ccccc2)=NO1 (centres undefined)	?	.
CC(C)CCNC(=O)CN(C(=O)Cn1nnc(-c2ccccc2F)n1)c1cccc2c1CCCC2	?	.
NC(=O)c1sc2nc(-c3cccnc3)ccc2c1N	5%	-9
Cc1cccc[n+]1C1C(c2ccc([N+](=O)[O-])cc2)C(C#N)=C(C(=C=[N-])C#N)NC1(O)C1CC1 (centres undefined)	?	.
O=C(NC(=S)N(Cc1ccccc1)c1ccccn1)C1CCCCC1	0%	13
CC1CCCN(CCCNC(=O)c2ccc(NC(=O)C3=CSCCO3)cc2)C1 (centres undefined)	?	.
CCCCn1c(=O)[nH]c(=O)c2c1nc(-c1ccc(OCCC)c(OCC)c1)n2C	-7%	5
COc1cc(CN2CCc3c([nH]c4ccccc34)C2)cc(OC)c1	?	.
COc1ccc(C(O)P(=O)(OCc2ccccc2)c2ccc(N(C)C)cc2)cc1 (centres undefined)	-12%	-5

(more compounds)
SMILES	Lipid storage S3	Lipid storage S3 cell count max
O=C(CSc1nnnn1C1CCCC1)N1CCN(C(=O)c2ccco2)CC1	i	.
O=c1c2[nH]c3ccc(F)cc3c2nc2n1CCCS2	-1%	-1
Cc1ccc(-c2nnc(N(C)C(=O)c3cccnc3)s2)cc1	12%	3
C=CCn1c(=O)/c(=C/c2cc(OC)c(OC)c(OC)c2)s/c1=C(/C#N)c1nc2ccccc2n1C	?	.
CC(C)OCCCNC(=O)Cc1ccc(F)cc1	3%	-2
CC(C)N1C2OC(C3OC4C(O3)N(C(C)C)S(=O)(=O)N4C(C)C)OC2N(C(C)C)S1(=O)=O (centres undefined)	?	.
Cc1ccsc1/C=N/NC(=O)c1cc(-c2ccncc2)nc2ccccc12	28%	-9
CN(C)C(=O)CN1C(=O)NC2(CCc3ccccc32)C1=O (centres undefined)	?	.
COCC(C)n1c(C)cc(C(=O)CSc2nnc(N)s2)c1C (centres undefined)	?	.
Cc1nn(-c2ccccc2)c(C)c1NC(=O)COC(=O)c1cc([N+](=O)[O-])ccc1NCCO	?	.
COC(=O)c1cn(C)c2ccc(S(=O)(=O)N3CCCCC3)cc2c1=O	?	.
Cc1cccc(NC(=O)C2CCCN2C(=O)OCc2ccccc2)c1 (centres undefined)	?	.
CCN(CC(=O)Nc1ccc2c(c1)OCCO2)C(=O)CSCC(=O)Nc1ccc(C)cc1	22%	20

Compounds above containing fluorine:
SMILES	Lipid storage S3	Lipid storage S3 cell count max
O=C(NC(=O)c1ccc(C(F)(F)F)cc1)Nc1ccc(-c2cnco2)cc1	-4%	2
Cc1oc(-c2ccccc2F)nc1CS(=O)(=O)CC(=O)NCc1ccccc1Cl	-19%	-13
COc1cccc(-c2nnc(NC(=O)c3cccc(F)c3)o2)c1	?	.
O=C(COC(=O)c1cc(-c2cccnc2)nc2ccccc12)Nc1ccc(F)cc1F	13%	13
O=C(C1=NN[C@@H]2C(=O)N(c3cccc(C(F)(F)F)c3)C(=O)[C@H]12)C(c1ccccc1)c1ccccc1	6%	7
CN1C(=O)C(C)(C)c2cc(S(=O)(=O)NCC3CCC(C(=O)NCc4ccc(F)cc4)CC3)ccc21 (centres undefined)	?	.
O=C(Nc1ccc(S(=O)(=O)C(F)F)cc1)c1ccc2c(=O)n3c(nc2c1)CCC3	?	.
CCSc1nnc(CNC(=O)c2ccccc2F)n1-c1ccccc1OC	i	.
NC(=O)c1c(NC(=O)c2ccc(F)cc2Cl)sc2c1CCC2	-6%	4
COC(=O)C1=C(CSc2nncn2C)NC(=O)NC1c1ccc(F)cc1 (centres undefined)	?	.
CC(C)CCNC(=O)CN(C(=O)Cn1nnc(-c2ccccc2F)n1)c1cccc2c1CCCC2	?	.
O=c1c2[nH]c3ccc(F)cc3c2nc2n1CCCS2	-1%	-1
CC(C)OCCCNC(=O)Cc1ccc(F)cc1	3%	-2
